RGS4 block: human RGS4 inhibition. HEK293 M3R/RGS4 inducible, Fluo-4 calcium flux; stronger effect = higher value; triggered by carbachol at its EC20. B-score at 10 µM. 310,000 tested, 0.45% active. P49798;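 active = B-score, a plate-corrected calcium signal, over three deviations above library mean, with baseline fluorescence within five deviations of library mean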;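 also: RGS4 expression induced by doxycycline in cells with stable M3 receptor; B-score is computed from the integrated fluorescence ratio over baseline after carbachol; higher B-score means a larger calcium signal and so more RGS4 inhibition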
Target sequence (P49798 whole entry, looked up): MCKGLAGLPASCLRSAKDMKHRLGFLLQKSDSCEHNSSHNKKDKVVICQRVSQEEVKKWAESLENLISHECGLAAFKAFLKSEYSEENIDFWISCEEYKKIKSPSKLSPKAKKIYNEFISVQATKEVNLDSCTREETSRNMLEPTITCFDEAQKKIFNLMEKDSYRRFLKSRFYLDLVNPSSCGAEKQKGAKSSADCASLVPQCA
TRPC4 act: activators of mouse TRPC4 channel | Q9QUQ5 | HEK293 TRPC4beta/mu-opioid, Fluo4 calcium fluorescence; stronger effect = higher value | B-score at 10 µM | 310,000 tested, 0.49% active;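 active = B-score above 5 SD of library B-scores, and initial fluorescence ratio not above library mean plus 5 SD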;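 also: positive B-score marks a calcium rise read as TRPC4 activation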
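Material: TRPC4beta and mu-opioid receptor HEK293 stable cells | Incubation: 45 min room-temperature Fluo4 loading, 110 s read | Detection: Kinetic Fluo4 calcium fluorescence | Measure: Integrated baseline-normalised fluorescence ratio, converted to per-well B score | Benchmarks: Low control buffer alone, high control maximal DAMGO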
MrgX1 antag: antagonists of human MrgX1 receptor; Q96LB2; MRGX1-HEK293 calcium flux, Fluo-4, BAM8-22 antagonism; stronger effect = lower value; B-score at 10 µM; 310,000 tested, 1.3% active;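 active = calcium-response B-score plate-corrected more than 3 library SD below zero, starting fluorescence within 5 deviations, no agonist response on first addition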;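 also: peak minus trough fluorescence over baseline after final BAM8-22 challenge near maximal dose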
Target sequence (Q96LB2 whole entry, looked up): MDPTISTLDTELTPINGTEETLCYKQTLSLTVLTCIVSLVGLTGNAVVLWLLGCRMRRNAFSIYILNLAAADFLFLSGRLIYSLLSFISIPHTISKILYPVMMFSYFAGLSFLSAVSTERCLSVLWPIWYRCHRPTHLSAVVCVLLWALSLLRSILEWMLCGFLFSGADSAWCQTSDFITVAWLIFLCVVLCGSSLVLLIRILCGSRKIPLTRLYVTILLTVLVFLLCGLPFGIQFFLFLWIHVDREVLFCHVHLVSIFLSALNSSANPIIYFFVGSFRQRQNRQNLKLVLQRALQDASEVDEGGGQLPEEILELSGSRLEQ
ANO1 activ: activators or potentiators of mouse TMEM16A chloride channel; B-score at 10 µM; HEK293 TMEM16A/YFP-H148Q/I152L, iodide quench fluorescence; stronger effect = lower value; AID 623877; Q8BHY3; 340,000 tested, 0.3% active;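 active = fluorescence-ratio B-score plate-corrected deviation score at least 3 library SD below zero, with starting fluorescence score within 5 deviations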;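 also: channel opened by trigger with iodide after compound preincubation; score built on the fluorescence ratio of max minus min over baseline; more negative score means more quench and so TMEM16A activation or potentiation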
MrgX1 agonist: activates human MrgX1 receptor signaling; Q96LB2; MrgX1-HEK293 cells, Fluo-4 calcium fluorescence, agonist mode; stronger effect = higher value; B-score at 10 µM; 310,000 tested, 0.44% active; AID 588627;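 active = calcium response B-score plate-corrected fluorescence ratio at least 3 library SD, with starting fluorescence B-score inside 5 SD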
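Material: HEK293 cells stably expressing human MrgX1 receptor | Quantity: 15,000 cells per well | Times: Cells plated overnight, dye loaded 0.5 h 37 °C, 0.5 h room temperature | Measured by: Kinetic Fluo-4 NW fluorescence of intracellular calcium | Control set: Positive and negative controls per plate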
TRPC4 inh: TRPC4 (mouse) channel inhibition. Q9QUQ5. 300,000 tested, 0.39% active. B-score at 10 µM. HEK293 TRPC4beta/mu-opioid, DAMGO-evoked Fluo4 calcium flux; stronger effect = lower value;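 active = B-score over 3 SD under the library average, no early fluorescence shift, positive overall ratio signal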
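Assay system – HEK293 line stably carrying TRPC4beta and mu-opioid receptor · Doses – single dose · Detection – Fluo4 calcium-dye fluorescence, kinetic read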
MrgX1 allo act: allosterically activates human MrgX1 receptor signaling; AID 588675; 310,000 tested, 0.63% active; Q96LB2; B-score at 10 µM; MrgX1-HEK293, Fluo-4 calcium flux, FDSS; stronger effect = higher value;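 active = plate-corrected calcium response at least 3 library SD above typical, normal starting fluorescence, not activating the receptor alone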;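 also: compound read alongside a low EC10 to EC30 dose of BAM8-22 agonist; peak minus trough fluorescence over baseline measured at the second addition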
TRPC6 act: activates the mouse TRPC6 cation channel. Q61143. HEK293-TRPC6 membrane potential dye fluorescence; stronger effect = higher value. B-score at 10 µM. 310,000 tested, 0.13% active;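 active = B-score of the integrated fluorescence ratio above library mean plus 3 SD, and starting fluorescence ratio within library mean plus 5 SD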;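 also: higher score means more depolarization so channel activation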
TRPC4 PAM: allosteric potentiators of mouse TRPC4 channel. AID 2227. HEK293 TRPC4beta/mu-opioid, DAMGO EC20, Fluo-4 Ca2+ flux; stronger effect = higher value. B-score at 10 µM. 310,000 tested, 0.42% active. Q9QUQ5;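 active = B-score of calcium response area above 5 SD of library B-scores, with initial fluorescence ratio within 5 SD of library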;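 also: B-score of integrated fluorescence ratio over time as area under calcium response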
ANO1 block: blocks the mouse calcium-activated chloride channel TMEM16A; HEK293 TMEM16A/YFP iodide influx fluorescence, ionomycin; normalized B-score (activity score, 25-100; higher = stronger inhibition) at 10 µM; 310,000 tested, 1.2% active; AID 588511;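 active = ratio plate-corrected score three or more library SD toward inhibition, starting fluorescence score within five deviations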;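 also: score derived from kinetic fluorescence span divided by baseline fluorescence per well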
TRPC6 inhibitor: blocks the mouse TRPC6 cation channel; 310,000 tested, 1.1% active; B-score at 10 µM; HEK293-TRPC6, membrane potential dye, ACh-evoked depolarization; stronger effect = lower value;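 active = B-score under library mean minus 3 SD, initial fluorescence not abnormally high, positive integrated signal ratio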;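 also: B-score derived from integrated fluorescence ratio over the kinetic read; more negative B-score means stronger inhibition of depolarization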
* marks the source's active call; other numbers are inactive results; i = inactive; . = not tested or not shown.

| smiles | MrgX1 antag | MrgX1 agonist | TRPC4 inh | MrgX1 allo act | RGS4 block | ANO1 activ | TRPC6 act | TRPC4 act | TRPC6 inhibitor | TRPC4 PAM | ANO1 block |
| --- | --- | --- | --- | --- | --- | --- | --- | --- | --- | --- | --- |
| Cn1c(=O)c2cc(S(=O)(=O)NCCC(=O)NCc3ccccc3Cl)ccc2n(C)c1=O | i | i | i | i | i | i | i | i | i | i | i |
| CCOC(=O)c1c(C)[nH]c(C)c1C(=O)CSc1nc2ccccc2c(=O)n1-c1ccc(CC)cc1 | i | i | i | i | i | i | i | i | i | i | i |
| CC(C)c1ccc(NC(=O)CNCC(c2ccccc2)N(C)C)cc1 (configuration not stated) | i | i | i | i | i | i | i | i | i | i | i |
| CC(=O)N1CSCC1C(=O)NNS(=O)(=O)c1cccc(C(F)(F)F)c1 (configuration not stated) | i | i | i | i | i | i | i | i | i | i | i |
| COc1ccc(OC)c(NC(=O)c2cc3ccccc3cc2OC)c1 | i | i | i | i | i | i | i | i | i | i | i |
| COc1ccc(C)cc1S(=O)(=O)N1CCC2(CC1)OCCN2S(=O)(=O)c1cccs1 | i | i | i | i | i | i | i | i | i | i | i |
| O=C(CCc1c[nH]c2ccccc12)NC(Cc1ccccc1)C(=O)O (configuration not stated) | i | i | i | i | i | i | i | i | i | i | i |
| CCC(CC)C(=O)NCCN1CCN(C(=O)C(CC)CC)CC1 | i | i | i | i | i | i | i | i | i | i | i |
| Cc1csc(NC(=O)CCCC(=O)c2ccccc2)n1 | i | i | i | i | i | i | i | i | i | i | i |
| CCN(Cc1ccccc1)C(=O)CSc1nc(C)cc(=O)[nH]1 | i | i | i | i | i | i | i | i | i | i | i |
| CCn1cc(CN2CCCC(C(=O)Nc3cccc(-c4cc5ccccc5[nH]4)c3)C2)cn1 (configuration not stated) | i | i | i | i | i | i | i | i | i | i | i |
| O=S(=O)(c1ccc(F)c(F)c1)N1CCN(CCc2ccccc2)CC1 | i | i | i | i | i | i | i | i | i | i | i |
| Cc1ccc(-n2c(SCC(=O)Nc3ccc4c(c3)OCO4)nnc2-c2ccccn2)cc1 | i | i | i | i | i | i | i | i | i | i | i |
| Cc1ccccc1CN1CCN(C2CCC2)CC1CCO (configuration not stated) | i | i | i | i | i | i | i | i | i | i | i |
| COc1ccc(N2CC(NS(=O)(=O)c3cccs3)CC2=O)cc1 (configuration not stated) | i | i | i | i | i | i | i | i | i | i | i |
| Cc1c(-c2c(C#N)c(N)nc3c2CCCCCC3)cnn1C | i | i | i | i | i | i | i | i | i | i | i |
| CC(C)(C)c1ccc(-c2conc2N)cc1 | i | i | i | i | i | i | i | i | i | i | i |
| CC1(C)OC(=O)C(=CSc2ccc(C(C)(C)C)cc2)C(=O)O1 | i | i | i | i | i | i | i | i | i | i | i |
| Cc1nn(Cc2ccc(Cl)cc2)c(C)c1NC(=O)c1ccc([N+](=O)[O-])cc1 | i | i | i | i | i | i | i | i | i | i | i |
| CN1CCN(Cc2cccc(Oc3ccc(Cl)cc3)c2)CC1 | i | i | i | i | i | i | i | i | i | 19* | i |
| O=C1NCC(CN(c2ccccc2)c2ccccc2)O1 (configuration not stated) | i | i | i | i | i | i | i | i | i | i | i |
| O=C(CN1CCOCC1)Nc1ccc(-c2nc3ccccc3[nH]2)cc1 | i | i | i | i | i | i | i | i | i | i | i |
| CC(C)OCCCNc1nc2c(c(=O)n(Cc3ccccc3F)c(=O)n2C)n1C | i | i | i | i | i | i | i | i | i | i | i |
| Fc1ccc(CNc2ccccn2)cc1 | i | i | i | i | i | i | i | i | i | i | i |
| O=C(CSc1ccc([N+](=O)[O-])cc1)NCC1CCCCC1 | i | i | i | i | i | i | i | i | i | i | i |
| CCN=C1S/C(=C\c2ccc(O)c(OCC)c2)C(=O)N1CC | i | i | i | i | i | i | i | i | i | i | i |
| CCCC1(C(=O)OCC)NC(c2ccc(N(C)C)cc2)C2C(=O)N(c3ccc(F)cc3)C(=O)C21 (configuration not stated) | i | i | i | i | i | i | i | i | i | i | i |
| Cc1ccc(CSc2nnc([C@@H]3CCCN3C(=O)OC(C)(C)C)o2)cc1 | i | i | i | i | i | i | i | i | i | i | i |
| O=C(N/N=C/c1cc2c(cc1Cl)OCO2)c1cccc(Br)c1 | i | i | i | i | i | i | i | i | i | i | i |
| CCCCn1c(N)c(N(CCC(C)C)C(=O)c2sc3nc4n(c(=O)c3c2C)CCC4)c(=O)[nH]c1=O | i | i | i | i | i | i | i | i | i | i | i |
| Cc1nc2ccccc2n1Cc1n[nH]c(=S)n1-c1ccc(Cl)cc1 | i | i | i | i | i | i | i | i | i | i | i |
| CCn1nc(C)c(CNC(=O)CC2C(=O)NCCN2CC(C)(C)C)c1C (configuration not stated) | i | i | i | i | i | i | i | i | i | i | i |
| CC(C)(C)NC(=O)COC(=O)CCC(=O)c1ccc(F)cc1 | i | i | i | i | i | i | i | i | i | i | i |
| COc1ccc2cc(C(=O)C3CCCN(C(=O)/C=C/c4ccccn4)C3)ccc2c1 (configuration not stated) | i | i | i | i | i | i | i | i | i | i | i |
| CN1CCc2cc3c(c4c2[C@H]1[C@H](O)c1ccccc1-4)OCO3 | i | i | i | i | i | i | i | i | -5.1* | i | i |
| CCc1cc(=O)oc2cc(OC(C)C(=O)NCCCn3ccnc3)ccc12 (configuration not stated) | i | i | i | i | i | i | i | i | i | i | i |
| Cc1cc(C)n(-c2nc3ccccc3nc2Nc2ccc(CC(=O)O)cc2)n1 | -7.6* | i | i | i | i | i | i | i | i | i | i |
| O=C(COc1ccc2c3c(c(=O)oc2c1)CCCC3)NCCCn1ccnc1 | i | i | i | i | i | i | i | i | i | i | i |
| COc1cc(CC(=O)OCC(=O)Nc2cccc([N+](=O)[O-])c2)cc(OC)c1OC | i | i | i | i | i | i | i | i | i | i | i |
| NC(=O)Cn1c(=O)n(CC(=O)N2CCCCC2)c(=O)c2sccc21 | i | i | i | i | i | i | i | i | i | i | i |
| O=C1N=c2ccccc2=C1c1sc(=S)n(NC(=O)c2cccc(O)c2)c1O | . | . | i | . | i | i | i | i | i | i | . |
| Cc1ccc(S(=O)(=O)N2CCOCC2)cc1C(=O)OCC(=O)N1CCc2ccccc2C1 | . | . | i | . | i | i | i | i | i | i | . |
| CC1CCN(S(=O)(=O)c2ccc3c(c2)N(C)C(=O)CC(=O)N3C)CC1 | i | i | i | i | i | i | i | i | i | i | i |
| COc1cc(C(=O)NCC2CCCO2)ccc1OCc1ccccc1Cl (configuration not stated) | i | i | i | i | i | i | i | i | i | i | i |
| CC(C)Oc1ccc(OCCNC2CCCC2)cc1 | i | i | i | i | i | i | i | i | i | i | i |
| O=C(NNC(=O)c1ccc(-n2cncn2)c([N+](=O)[O-])c1)c1ccc(Cl)cc1 | i | i | i | i | i | i | i | i | i | i | i |
| COc1ccc(CCNc2nc(-c3ccc(O)cc3)cs2)cc1OC | i | i | i | i | i | i | i | i | i | i | 100* |
| CCOC(=O)c1sc(NC(=O)CCN2CCCCCC2)c(C(=O)OCC)c1C | i | i | i | i | i | i | i | i | i | i | i |
| O=C(Nc1ccc2c(c1)C(=O)NC2=O)c1cccc(C(F)(F)F)c1 | i | i | i | i | i | i | i | i | i | i | i |
| Cc1ccc(S(=O)(=O)NCc2ccc(C(=O)NCCCN3CCC(Cc4ccccc4)CC3)cc2)cc1 | i | i | i | i | i | i | i | i | i | i | i |
| O=C(Nc1ccc(N2CCOCC2)cc1N1CCOCC1)c1cccc([N+](=O)[O-])c1 | i | i | i | i | i | i | i | i | i | i | i |
| CCS(=O)(=O)c1ccc2oc(SCC(=O)Nc3ccc(OC)cc3)nc2c1 | i | i | i | i | i | i | i | i | i | i | i |
| Cc1ccc(OCCOC(=O)Cn2nc(C)c([N+](=O)[O-])c2C)cc1 | i | i | i | i | i | i | i | i | i | i | i |
| BrC(=C\c1ccccc1)/C=N/Nc1ccc2nncn2n1 | i | i | i | i | i | i | i | i | i | i | i |
| c1ccc2c(c1)OCCOCCOc1ccccc1OCCOCCO2 | i | i | i | i | i | i | i | i | i | i | i |
| O=C1C=C(NC2CCCCC2)CCC1 | i | i | i | i | i | i | i | i | i | i | i |

Following part
| smiles | MrgX1 antag | MrgX1 agonist | TRPC4 inh | MrgX1 allo act | RGS4 block | ANO1 activ | TRPC6 act | TRPC4 act | TRPC6 inhibitor | TRPC4 PAM | ANO1 block |
| --- | --- | --- | --- | --- | --- | --- | --- | --- | --- | --- | --- |
| COc1cc(NC(=O)CSc2nc(C)cc(C)n2)cc(OC)c1OC | i | i | i | i | i | i | i | i | i | i | i |
| Fc1ccc(Cn2nnc(-c3ccc(CN4CCOCC4)cc3)n2)cc1 | i | i | i | i | i | i | i | i | i | i | i |
| CN1C[C@H](C(=O)NC2(C)OC3(O)[C@@H]4CCCN4C(=O)[C@H](Cc4ccccc4)N3C2=O)CC2c3cccc4[nH]cc(c34)C[C@H]21 (some centres not stated) | i | i | i | i | i | i | i | i | i | i | i |
| FC(F)(F)c1ccc2c(c1)N1CCCC1CN2 (configuration not stated) | i | i | i | i | i | i | i | i | i | i | i |
| CCCSCCCNC(=O)Cn1c(=O)c2cccn2c2ccccc21 | i | i | i | i | i | i | i | i | i | i | i |
| CC(Sc1ccc(Cl)cc1)C(=O)NCc1ccc2c(c1)OCO2 (configuration not stated) | i | i | i | i | i | i | i | i | i | i | i |
| COc1ccc(/C=N/NC(=S)N[C@H]2CC3CCC2C3)cc1 (some centres not stated) | i | i | i | i | i | i | i | i | i | i | i |
| CCn1c(SCC(=O)N/N=C/C(C)=C\c2ccco2)nnc1-c1ccccc1 | i | i | i | i | i | i | i | i | i | i | i |
| CC(C)(C)c1ccc(SCCc2cccnc2)cc1 | i | i | i | i | i | i | i | i | i | i | i |
| O=C(NN1S(=O)(=O)c2ccccc2S1(=O)=O)c1ccc(Br)cc1 | i | i | i | i | i | i | i | i | i | i | i |
| COc1ccc(C(=S)N2CCOCC2)cc1OC(=O)c1ccc([N+](=O)[O-])cc1 | i | i | i | i | i | i | i | i | i | i | i |

From PubChem BioAssay

The order is random; overall some 5.8% were active at least once.
